hcDAF-12 act = H. contortus DAF-12 activation, primary screen | HEK293 hcDAF-12 lit1-tk-luc reporter, luminescence; 0% DMSO, 100% Δ7-dafachronic acid | activation, % at 6.8 µM | 1.4% of 370,000 active;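 active = activation above the mean of all tested compounds plus 3 SD, cut at about 5.5% in these data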;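 also: 100% = response to 3 µM Δ7-dafachronic acid high control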
SMARCA2 act = activators of SMARCA2 function. AID 652017. activation, % at 9.1 µM. MG213 cells, MMTV-luciferase reporter, dexamethasone, overnight. 1% of 370,000 active; in the data active = activation above about 7.8%;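 also: 0% = vehicle wells and 100% = reference activator wells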
PG9 binder = PG9 antibody binding by small molecule; TR-FRET gp120-PG9 antibody binding; inhibition, % at 6.7 µM; 0.43% of 360,000 active; AID 624416; in the data active = inhibition above about 8.5%
GC-A act = GC-A (human) enzyme activation; HEK293 GC-A cells, cGMP TR-FRET, EC30 ANP; 0% at EC30 ANP, 100% saturating ANP; 0.14% of 370,000 active; P16066; activation, % at 10 µM; in the data active = activation above about 40%
ADAM17 inh = inhibits human ADAM17; P78536; recombinant ADAM17, EDANS/DABCYL FRET peptide cleavage; inhibition, % at 6.95 µM; 0.83% of 370,000 active;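 active = inhibition above the mean of compounds lying between control limits plus 3 SD, set per campaign, cut at about 8.5% in these data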;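 also: 0% = DMSO-only wells as the low control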
hgDAF12 agonist = activates the H. glycines DAF-12 receptor ligand-binding domain; HEK293 GAL4-hgDAF12 UAS-luciferase reporter, agonist luminescence; normalized to butyrate control; activation, % at 6.8 µM; 1.8% of 370,000 active; AID 687014;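 active = activation above a cutoff set at the mean of all screened compounds plus 3 SD, cut at about 10% in these data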;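 also: 0% = DMSO wells and 100% = sodium butyrate wells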
DAX1 inh-1 = inhibitors of human orphan nuclear receptor DAX1 (NR0B1); P51843; HEK293 Gal4-DAX1 luciferase reporter, luminescence; inhibition, % at 6.75 µM; 0.99% of 340,000 active; AID 504766;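 active = inhibition above the mean over all tested compounds plus 3 SD, cut at about 4.2% in these data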;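 also: 0% = DAX1-transfected cells with DMSO and 100% = empty-vector control cells with DMSO; inhibition shows as a rise in luminescence from relieved DAX1 repression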
Target sequence (P51843 207-470 limits assumed): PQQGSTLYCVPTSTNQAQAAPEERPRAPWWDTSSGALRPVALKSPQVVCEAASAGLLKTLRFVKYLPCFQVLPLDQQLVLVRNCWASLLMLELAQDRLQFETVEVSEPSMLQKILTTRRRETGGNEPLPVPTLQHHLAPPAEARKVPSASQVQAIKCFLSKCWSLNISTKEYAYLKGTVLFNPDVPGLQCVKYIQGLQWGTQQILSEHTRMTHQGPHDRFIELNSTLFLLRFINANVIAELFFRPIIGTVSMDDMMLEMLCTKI
ADAM10 inh = inhibits human ADAM10; recombinant ADAM10, EDANS/DABCYL FRET peptide cleavage, 3 h; O14672; 0.62% of 370,000 active; inhibition, % at 7 µM;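 active = inhibition above a per-campaign cutoff equal to the mean of compounds falling between control-based bounds plus 3 SD, cut at about 20% in these data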;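 also: 0% = DMSO wells while the 100% control is not disclosed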
Target sequence (O14672 214-748 limits assumed): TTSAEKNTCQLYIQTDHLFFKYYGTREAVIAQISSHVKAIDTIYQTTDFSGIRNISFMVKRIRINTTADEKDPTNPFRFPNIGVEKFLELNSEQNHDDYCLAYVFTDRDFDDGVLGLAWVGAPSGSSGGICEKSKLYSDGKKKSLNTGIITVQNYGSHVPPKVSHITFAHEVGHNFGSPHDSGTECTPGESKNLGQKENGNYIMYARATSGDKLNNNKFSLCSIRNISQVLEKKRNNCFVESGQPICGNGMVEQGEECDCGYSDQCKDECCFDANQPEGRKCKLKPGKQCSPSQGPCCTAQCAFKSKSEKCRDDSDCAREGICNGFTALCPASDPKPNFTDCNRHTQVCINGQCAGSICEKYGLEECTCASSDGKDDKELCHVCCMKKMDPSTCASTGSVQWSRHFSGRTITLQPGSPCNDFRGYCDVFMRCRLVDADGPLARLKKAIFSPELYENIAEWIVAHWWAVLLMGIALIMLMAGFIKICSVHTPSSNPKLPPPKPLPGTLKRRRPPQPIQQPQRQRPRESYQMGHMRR
ssDAF-12 act = activators of S. stercoralis DAF-12 nuclear receptor. HEK293 ssDAF-12/GRIP1 lit1-tk-luc reporter, luminescence; % of 3 µM dafachronic acid response. activation, % at 6.8 µM. 1% of 370,000 active;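 active = activation above the mean over all tested compounds plus 3 SD, cut at about 0.9% in these data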;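 also: 0% = DMSO-only wells and 100% = 3 µM delta7-dafachronic acid wells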
DAX1 inh-2 = blocks DAX1 repression of SF-1 activated StAR promoter; inhibition, % at 6.8 µM; AID 652010; 1.1% of 370,000 active; HEK293T StAR-luciferase reporter, SF-1/DAX-1 repression relief;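 active = inhibition above the mean over all tested compounds plus 3 SD, cut at about 3.6% in these data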;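 also: 0% = DAX-1 cells with DMSO and 100% = cells lacking DAX-1 with DMSO; higher inhibition means more luminescence from relief of DAX-1 repression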
FXN GAA850 act = frataxin GAA850 promoter activation; HEK293 lucGAA850 FXN promoter luciferase reporter, 24 h; percent of 10 µM SAHA response; activation, % at 6 µM; 0.56% of 360,000 active;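 active = activation above the average of all compounds screened plus 3 SD, cutoff fixed separately per campaign, cut at about 7.5% in these data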;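 also: 0% = DMSO wells and 100% = 10 µM SAHA wells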
* hit, by the source's call; i = inactive; x = not tested or not shown.

SMILES | hcDAF-12 act | SMARCA2 act | PG9 binder | GC-A act | ADAM17 inh | hgDAF12 agonist | DAX1 inh-1 | ADAM10 inh | ssDAF-12 act | DAX1 inh-2 | FXN GAA850 act
CC(=O)c1ccc(OCC(O)CN(C)CCOc2ccc(Br)cc2)cc1 (configuration not stated) | -2.8 | -3.3 | 0.3 | -5.7 | 1.4 | -2.9 | -2.5 | 2.0 | -2.0 | -1.2 | 0.6
O=C(CN1CCN(Cc2ccccc2)CC1)N/N=C/c1cccs1 | -0.6 | 2.8 | -3.9 | 0.7 | 0.3 | 0.6 | -0.5 | -2.9 | -1.5 | 0.0 | -0.5
Cc1cc([N+](=O)[O-])nn1CCCC(=O)NC1CCCCC1 | -1.1 | 0.6 | -1.0 | -7.6 | -4.8 | -0.4 | 8.3* | -2.9 | -1.7 | 0.0 | -1.3
Fc1ccc(COc2ccc(/C=N/n3cnnc3)cc2)cc1 | -1.4 | -1.0 | 0.3 | -0.2 | -4.0 | 2.6 | 0.4 | -7.6 | -0.9 | -0.9 | -2.0
O=C(Nc1nnc(-c2ccco2)s1)C1CC1 | 0.1 | -1.4 | -1.2 | -4.0 | -3.9 | 3.3 | 2.2 | -18.9 | -0.6 | 0.9 | 4.2
COc1ccccc1NC(=O)CSC1=NC(=O)C(Cc2ccccc2)C(=O)N1 (configuration not stated) | -0.9 | -1.5 | -1.2 | -2.4 | -3.4 | 0.2 | -1.2 | -6.1 | -0.7 | 0.5 | -1.4
Cc1cc(C)n2nc(C(=O)OCC(=O)Nc3cc(Cl)ccc3C)nc2n1 | -1.5 | 1.8 | -0.1 | -1.9 | -2.4 | 0.9 | 0.7 | -6.5 | -1.1 | 1.8 | 0.3
O=C(NNC(=O)C1CC=CCC1)c1ccccc1Cl (configuration not stated) | 0.0 | 5.2 | -0.6 | 4.6 | -0.3 | 4.0 | 0.8 | 9.0 | -0.6 | 0.0 | 2.7
Cc1ccc2c(C)cc[n+](CCCS(=O)(=O)[O-])c2c1 | 1.4 | 0.8 | -0.2 | 6.8 | -22.1 | -0.8 | 0.9 | -78.6 | -1.5 | 0.1 | -1.5
O=C1/C(=C\c2ccco2)NC(=S)N1c1ccccc1 | 3.7 | -0.6 | -0.4 | 2.8 | 4.5 | -2.5 | 0.5 | 5.3 | -0.2 | -0.5 | 1.2
Cc1sc(NC(=O)C2CCCCC2C(=O)O)c(C(N)=O)c1-c1ccc(C(C)C)cc1 (configuration not stated) | 2.3 | 0.6 | 2.1 | -2.7 | -1.7 | 2.9 | 1.6 | -0.5 | -1.3 | 1.0 | 1.0
COc1ccc(-c2c(NC(=O)c3ccco3)n(-c3ccccc3)nc(C)c2=O)cc1 | 0.7 | -2.2 | 0.2 | 0.7 | -3.5 | -1.3 | 4.8* | -9.2 | -1.5 | 0.9 | -1.1
Cn1cc(SCC(=O)NCc2ccc3c(c2)OCO3)c2ccccc21 | 0.1 | 0.9 | -1.0 | -5.7 | -4.8 | 0.6 | -0.3 | -8.2 | 0.1 | 0.3 | 1.2
O=C(Cn1cnc2c(cnn2-c2ccc(F)cc2)c1=O)NCc1ccco1 | -0.9 | 0.5 | 0.6 | -3.1 | -1.4 | 1.1 | -0.2 | -11.8 | -1.3 | -1.0 | -5.4
C/C(CC(=O)NCC(C)C)=N\NC(=O)COc1cc(C)c(Br)cc1Br | -3.0 | -2.2 | -2.7 | 4.6 | -1.5 | 0.4 | 0.2 | -3.4 | -1.5 | 1.2 | 2.4
Cc1ccc(-c2csc(NC(=O)c3ccno3)n2)cc1 | 0.3 | -2.7 | -0.4 | 0.8 | -8.2 | 5.8 | 0.6 | 0.7 | 0.1 | 2.0 | 2.9
O=C(c1ccc(OC2CCN(Cc3ccccc3OC(F)F)CC2)cc1)N1CCCC1 | -2.3 | -2.1 | 0.3 | 4.2 | 1.6 | -3.8 | 0.6 | 3.6 | -1.5 | 0.2 | -1.0
O=C(c1cccs1)N1CCN(S(=O)(=O)N2CCOCC2)CC1 | -1.3 | -3.9 | 1.5 | -3.1 | -3.0 | 0.2 | 0.4 | -6.2 | -1.2 | -0.1 | -0.3
CC(=O)c1ccc(S(=O)(=O)NCCC(=O)OCC(=O)NCCc2ccccc2)cc1 | 0.5 | 1.1 | 2.0 | -1.0 | -3.7 | 1.5 | 0.6 | -6.8 | -0.5 | -1.3 | 0.0
Cc1nnc(SCC(N)=O)n1CC1CCCO1 (configuration not stated) | -1.7 | 0.6 | -2.6 | 2.9 | 0.7 | -0.2 | 0.5 | 2.6 | -1.3 | 0.5 | -0.1
O=C(Cc1ccccc1)NNC(=O)Nc1ccc(Cl)c(Cl)c1 | -1.6 | -4.4 | -3.1 | -2.1 | 2.5 | -0.2 | -0.1 | 0.8 | -1.6 | 0.0 | -1.8
CCCCCCn1c(CN2CCN(C(=O)c3ccco3)CC2)nc2c1c(=O)n(C)c(=O)n2C | 0.2 | 2.4 | 0.4 | -4.5 | -0.1 | 3.0 | 0.1 | -7.5 | -0.8 | 0.3 | 1.7
Cc1nc(Oc2ccc(S(=O)(=O)N3CCOCC3)cc2Cl)c2c3c(sc2n1)CCCC3 | -1.7 | 0.4 | -0.3 | -6.2 | 0.3 | 0.0 | -1.1 | -9.1 | -1.6 | 0.0 | 1.3
COC(=O)c1ccc(CSc2ncnc3c2nnn3-c2ccc(F)cc2)o1 | -0.3 | 0.7 | -0.3 | 4.9 | -4.2 | 3.3 | 0.6 | 4.0 | -1.1 | 0.2 | 0.3
CCCc1ncc(C(O)c2cccc(OC)c2)n1C (configuration not stated) | 2.4 | 2.4 | -1.6 | -3.7 | -1.8 | -0.6 | 0.3 | 2.1 | -0.8 | -0.2 | -1.0

(next part)
SMILES | hcDAF-12 act | SMARCA2 act | PG9 binder | GC-A act | ADAM17 inh | hgDAF12 agonist | DAX1 inh-1 | ADAM10 inh | ssDAF-12 act | DAX1 inh-2 | FXN GAA850 act
Cc1cc(N)ccc1NC(=O)CN1CCCC1 | -0.2 | -1.2 | -1.9 | 0.2 | 1.2 | -1.5 | 0.6 | 8.8 | -1.2 | 0.3 | 1.8
COc1cc(CN(C)Cc2nc3cc(C(F)(F)F)ccc3c(=O)[nH]2)ccc1OC(F)F | -1.9 | 0.5 | 3.4 | -1.7 | -0.7 | 1.2 | 0.2 | 0.7 | -1.2 | 0.2 | 3.0
Cc1ccc(CN2CCCOCCS2(=O)=O)cc1 | -2.1 | 3.2 | -3.9 | 2.6 | -1.1 | -0.2 | -1.1 | 3.3 | -1.2 | -0.1 | -1.4
CCOC(=O)C1C(=O)CC(C)(O)C(C(=O)OCC)C1c1ccc(Br)o1 (configuration not stated) | 0.1 | 0.5 | -2.8 | -11.2 | 0.8 | 0.7 | x | 2.1 | -1.7 | -0.5 | x
COc1ccc(S(=O)(=O)NCc2c(-c3ccccc3)noc2C)c(OC)c1 | -0.1 | -3.4 | -1.1 | -2.9 | 3.3 | 0.3 | -0.9 | 4.3 | -1.4 | -0.1 | 0.0
CC(=O)Nc1cccc(/C(C)=N/NC(N)=S)c1 | 2.6 | 3.0 | -1.7 | -0.7 | -4.4 | -0.2 | 0.4 | 1.8 | -1.1 | -2.1 | -1.5
O=c1[nH]ncc(N2CCN(C(c3ccccc3)c3ccccc3)CC2)c1Cl | 2.8 | -4.7 | 1.9 | -7.8 | 0.8 | -0.3 | 1.0 | 2.1 | -0.5 | -0.6 | 1.2
O=C(CCC1CCCN(C(=O)CCCc2ccccc2)C1)N1CCN(c2ccccn2)CC1 (configuration not stated) | -2.4 | 0.3 | -1.9 | -3.7 | -4.2 | -1.2 | 0.7 | -10.9 | -2.1 | -0.8 | 1.0
COc1ccc(CN2CCN(S(=O)(=O)c3ccc(F)cc3)CC2)cc1OC | -1.6 | -0.4 | -1.9 | 2.6 | -4.1 | -0.4 | -1.2 | -6.5 | -1.6 | 0.0 | 6.0
Cc1c(NC(=O)/C(C#N)=C/c2ccc(-c3ccccc3Cl)o2)c(=O)n(-c2ccccc2)n1C | -4.3 | -2.5 | -4.5 | 17.2 | 6.7 | -0.8 | -1.7 | 6.8 | -1.0 | -1.1 | 1.8
N#Cc1cnn(CC2CCCCC2)c1N | 0.3 | 0.3 | 0.9 | -1.0 | -0.1 | -1.1 | -0.3 | 0.7 | -0.6 | 0.5 | 0.2
Cc1ccc(NC2=C([N+](=O)[O-])CS(=O)(=O)C2)cc1 | -0.8 | 6.8 | -1.3 | -0.2 | -0.5 | 3.9 | -0.3 | 2.3 | -1.3 | -0.6 | 3.8
COCCn1c(C)cc(C(=O)COC(=O)c2ccc(Cl)c(S(N)(=O)=O)c2)c1C | 2.3 | -0.7 | 1.3 | 1.1 | 5.1 | 3.0 | 0.7 | 1.2 | -0.7 | 5.5* | -6.2
O=C(Cn1cnc2ccccc21)OCC(=O)N1CCCCC1 | 1.0 | -0.2 | 3.7 | -1.1 | -0.6 | 0.2 | -0.4 | -3.5 | -1.0 | -0.6 | 0.8
COc1ccccc1CC(=O)Nc1ncc(C)s1 | -0.6 | -1.9 | 0.6 | 0.2 | -0.4 | 0.3 | 1.9 | -4.3 | -0.7 | -0.1 | -1.6
CN(C)C(=S)Nc1cccc(F)c1 | -3.0 | -2.4 | -0.9 | 4.6 | -4.3 | -1.4 | x | 4.7 | -1.4 | 0.4 | 1.8
CN(C)c1oc(-c2ccccc2F)nc1C#N | -2.1 | -0.5 | 0.3 | -4.2 | i | 2.3 | 2.3 | i | -1.4 | 0.4 | 1.8
COC(=O)c1cc(-c2cccc(OC)c2)on1 | 0.8 | 0.8 | -1.8 | 24.9 | 2.1 | -0.9 | -0.2 | 5.2 | -0.8 | -0.7 | -0.2
CCC(C)[C@H](Nc1nc(-c2ccccc2)nc2c1oc1ccccc12)C(=O)O (some centres not stated) | 3.1 | -1.0 | -1.1 | -3.2 | -3.7 | -0.7 | -1.4 | 0.7 | -0.4 | 0.0 | 0.7
O=C(NCc1nnnn1-c1ccc(F)cc1)c1ccc2c(c1)OCO2 | -0.6 | -1.3 | 0.2 | -2.3 | -3.2 | 0.1 | 1.2 | -1.6 | -1.0 | -0.1 | 0.3
Cc1nn(C(=O)c2ccccc2)c2c1C(=O)CC(C)(C)C2 | 0.8 | 1.3 | -0.5 | 2.8 | -0.8 | 1.1 | 0.6 | -3.6 | 0.6 | 0.1 | 0.6
Cc1cccc(N2CCN(CC(=O)Nc3ccc(-n4cnnn4)cc3)CC2)c1C | -0.9 | -0.6 | -1.5 | 2.6 | -3.2 | -0.5 | -0.5 | -11.7 | -0.6 | -0.2 | 0.7
CCOc1ccc(NC(=O)CCC(=O)Oc2ccc(C)cc2)cc1 | -1.2 | 3.9 | -2.8 | -1.8 | 7.3 | -1.6 | 1.8 | 0.6 | -0.7 | 0.0 | -2.0
Cc1cc(C)nc(NC(=O)c2c(C(=O)O)noc2C)n1 | -0.6 | 3.5 | -2.5 | 4.6 | 0.0 | 0.0 | 1.9 | 3.2 | -1.4 | 0.0 | -1.5
N#Cc1ccc(-c2c(-c3ccccc3)ncc3cc(F)ccc23)cc1 | -1.5 | 1.7 | -0.2 | 0.1 | -0.1 | 1.3 | -1.0 | 1.2 | -1.5 | 0.2 | 3.0

From PubChem BioAssay
